# High-throughput results: PubChem, National Center for Advancing Translational Sciences (NCATS)
# Ub-GFP proteasome – Ubiquitin-GFP Assay; Ubiquitin-GFP reporter cells, proteasome inhibition, GFP fluorescence; response scale: untreated = 0%, 10 µM MG-132 = 100%; Potency, µM (titrated, usually from 45.9 µM), for the others: at the highest dose activation (GFP accumulation), actives largely listed as activators; 67,000 tested, under 10 active; AID 526, 2006; active = well fitted activation curve with a large enough effect, not every such curve was filed as active; inconclusive = small, poorly fitted or top-dose-only effect, or another doubt; inactive = no such curve, though single readings can be large or run the other way; note: potency is the fitted concentration of half-maximal effect
#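 GFP accumulation read-out: laser plate cytometry counting ubiquitin(G76V)-GFP-expressing U2OS cells after 4 hr compound exposure at 37 °C. Titrations spanned 46 uM to 2.9 nM; 0% = basal, 100% = 10 uM MG-132; concentration-response curves fitted.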
# Pol III holo inh – qHTS Assay for Inhibitors of DNA Polymerase III Holoenzyme System | reconstituted DNA polymerase III holoenzyme replication, biochemical | Potency, µM (doses to about 57.1 µM), for the others: at the highest dose activity change, negative = inhibition | 0.25% of 71,000 active; note: potency is the fitted concentration of half-maximal effect; % is set by controls: 0 for no effect and ±100 for the full control effect
#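 Reconstituted *E. coli* holoenzyme (0.35 nM Pol III, 1 nM beta, 154 nM SSB, 2 nM primase) was preincubated with compound for 15 min at RT. Synthesis on 1.4 nM ssM13Gori ran 35 min, then was stopped with PicoGreen/EDTA and read as dsDNA fluorescence.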
# CRE Fsk mod – Cell signaling CRE-BLA (Fsk stim); CHO CRE-bla reporter (cAMP response element driving beta-lactamase), forskolin EC10, beta-lactamase ratio; Potency, µM (series often up to 38.2 µM), without a hit: top-dose activity change, negative = inhibition, hits mostly activators; 2.5% of 71,000 active; AID 662, 2007; active = well fitted activation curve with a large enough effect in the signal ratio, with a control signal flat, not every such curve was filed as active; inconclusive = small, poorly fitted or top-dose-only effect, or effect the other way, or a change in a side signal; the % refers to the signal ratio; note: potency is the fitted concentration of half-maximal effect; % of control where 0% means no effect
#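 AC50 values, positive or negative, reflect shifts in EC10 NKH 477-induced CRE-bla reporter activity in CHO cells. Incubation lasted 3 h at 37 °C before CCF4 substrate (2 h, room temperature) and ratiometric 460/530 nm reading.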
# ALOX15 inhib – qHTS Assay for Inhibitors of 15-hLO (15-human lipoxygenase); Polyunsaturated fatty acid lipoxygenase ALOX15 (Homo sapiens), P16050; purified 15hLO-1, xylenol orange hydroperoxide absorbance; Potency, µM (series often up to 57.1 µM), for inactives: top-dose activity change, negative = inhibition, hits mostly inhibitors; 1.4% of 74,000 active; note: potency is the fitted concentration of half-maximal effect; % is set by controls: 0 for no effect and ±100 for the full control effect; nearly all actives have a fitted effect of over 55% in size
# Target sequence (P16050 whole entry, looked up): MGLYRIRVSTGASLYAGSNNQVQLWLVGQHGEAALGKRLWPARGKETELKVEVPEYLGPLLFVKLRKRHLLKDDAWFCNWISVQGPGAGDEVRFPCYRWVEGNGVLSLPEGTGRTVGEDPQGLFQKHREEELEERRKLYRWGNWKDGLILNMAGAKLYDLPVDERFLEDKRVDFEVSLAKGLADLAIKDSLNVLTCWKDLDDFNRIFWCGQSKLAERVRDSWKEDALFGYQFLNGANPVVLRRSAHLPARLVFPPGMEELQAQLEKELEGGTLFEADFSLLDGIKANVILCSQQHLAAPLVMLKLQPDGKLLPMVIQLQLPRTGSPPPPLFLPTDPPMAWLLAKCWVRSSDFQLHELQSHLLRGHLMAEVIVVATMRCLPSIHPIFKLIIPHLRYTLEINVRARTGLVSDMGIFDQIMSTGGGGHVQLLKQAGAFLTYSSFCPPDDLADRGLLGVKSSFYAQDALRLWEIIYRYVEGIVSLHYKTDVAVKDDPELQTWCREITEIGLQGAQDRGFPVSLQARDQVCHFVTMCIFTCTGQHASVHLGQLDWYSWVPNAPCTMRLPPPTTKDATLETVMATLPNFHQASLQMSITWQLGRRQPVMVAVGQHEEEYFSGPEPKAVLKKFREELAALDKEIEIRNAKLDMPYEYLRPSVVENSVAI
#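 40 nM 15hLO-1 + cpd, 15 min RT; start w/ 50 uM AA (final), 6 min RT; stop/detect w/ 200 uM XO + 300 uM Fe(II) in 50 mM H2SO4, 30 min; A573/A405. Buffer 25 mM Hepes pH 7.5, 0.01% Triton X-100. No-enzyme wells as negative control.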
# BRCT inh red – qHTS Assay for Inhibitors of BRCT-Phosphoprotein Interaction (Red Fluorophore). BRCT-phosphopeptide binding, red fluorescence polarization. Potency, µM (highest dose often 76.9 µM), without a hit: at the top dose activity change, negative = inhibition, usual class: inhibitors. 0.03% of 75,000 active. AID 892, 2007; note: % is set by controls: 0 for no effect and ±100 for the full control effect
#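 Rhodamine-labelled pBACH1 10-mer (100 nM) bound to BRCT domain (100 nM) at pH 7.3; compounds incubated 12 min room temperature, polarization read. Free peptide defines full inhibition; unlabelled decapeptide titrated as control.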
# 4-MU autofl – qHTS Assay for Spectroscopic Profiling in 4-MU Spectral Region; compound autofluorescence, 340/450 nm, 4-MU equivalents; stronger effect = higher value; max dye-equivalent concentration, M; 11% of 59,000 active; AID 589, 2007; in the data active = max dye-equivalent concentration above about 10 nM; inconclusive = mostly about 1.1 nM to 9.6 nM
#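 Intrinsic fluorescence at 340/450 nm (ex/em) was read after 15 min at room temperature in pH 8.0, 100 mM Tris. Each compound concentration expressed as 4-MU-equivalent concentration from a six-point 4-MU standard series on each plate.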
# BRCT inh green – qHTS Assay for Inhibitors of BRCT-Phosphoprotein Interaction (Green Fluorophore); 0.05% of 75,000 active; BRCA1 BRCT-phosphopeptide binding, green fluorescence polarization; Potency, µM (titrated, usually from 76.9 µM), without a hit: at the top dose activity change, negative = inhibition, usual class: inhibitors; Breast cancer type 1 susceptibility protein (Homo sapiens), P38398;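 note: potency is the fitted concentration of half-maximal effect; plate controls were peptide without protein for full effect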
#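 Compounds were incubated for 12 min at room temperature with a complex of 100 nM fluorescein-tagged pBACH1 decapeptide and 250 nM His-tagged BRCT protein. Buffer was phosphate pH 7.3 with EDTA, DTT and Tween 20. Disruption of binding lowers the polarization signal.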
# A350 fluor – qHTS Assay for Spectroscopic Profiling in A350 Spectral Region; 11% of 59,000 active; max dye-equivalent concentration, M; Compound autofluorescence, 340/450 nm, Alexa 350 dye-equivalents; stronger effect = higher value; in the data active = max dye-equivalent concentration above about 10 nM; inconclusive = mostly about 1.1 nM to 9.6 nM
# HBB splicing – qHTS Assay for Modulators of Hemoglobin Beta Chain Splicing. 0.06% of 65,000 active. Potency, µM (titrated, usually from 46.1 µM), inactives show at the top dose activation, usual class: activators. HBB splicing reporter cell assay, activation; EGFP reporter with mutant IVS2-654 intron; response scale: normalised to 500 nM splice-correcting PNA; note: potency is the fitted concentration of half-maximal effect; 0% is about no effect
#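 HeLa cells stably expressing EGFP interrupted by mutant beta-globin intron 2 (IVS2-654), 500/well in 2% FCS. Treated with compound for 2 days at 37C. Splicing correction scored as total well GFP intensity (488 nm excitation, 500-520 nm emission); 500 nM antisense PNA served as control.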
# Hsp90 Hop PPI – qHTS Assay for Disrupters of an Hsp90 Co-Chaperone Interaction | Hsp90 C-terminal peptide / TPR2A (Hop) interaction, human | AlphaScreen TPR2A-His6 binding biotin-Hsp90 C-terminal peptide | Potency, µM (top dose mostly 57 µM), for inactives: at the top dose activity change, negative = inhibition | 0.44% of 71,000 active | AID 595, 2007; active = well fitted curve in either direction with a large enough effect; inconclusive = small, poorly fitted or top-dose-only effect, or another doubt; note: potency is the fitted concentration of half-maximal effect; % is set by controls: 0 for no effect and ±100 for the full control effect; many of its hits are not listed in these tables
# GFP derepression – qHTS Assay for Epigenetic Modulators; mouse C127i GFP locus derepression, cytometry, 30 h; Potency, µM (series often up to 46.1 µM), inactives show top-dose GFP derepression (activation); 0.09% of 68,000 active; AID 597, 2007; note: % of control where 0% means no effect
#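 Locus derepression in mouse mammary C127i cells whose integrated CMV-GFP reporter is normally silent; GFP expression after 30 h compound treatment was quantified by counting fluorescent cells.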
# An asterisk follows results filed as active; i = inactive; ? = inconclusive; nt = not tested or not shown; & = joins results of further samples; ! = not active in a repeat; [ ] = remark or other dose. Unless noted, calls come from the whole dose curve; as a rule, active = well fitted curve in the direction sought with a large enough effect; inconclusive = small, poorly fitted or top-dose-only effect, or another doubt; inactive = no such curve, though single readings can be large; an effect the other way counts as inactive or inconclusive.
1. CC(=O)Nc1ccc(N2CCOCC2)c(C(=O)Nc2cccc(C)c2)c1
2. CSCCC(NC(=O)C1CC1)c1nc2ccccc2[nH]1 (configuration not stated)
3. COC(=O)C1CCN(C(=O)COC(=O)Cc2c[nH]c3ccccc23)CC1
4. Cn1c(=O)[nH]c(=O)c2c1nc(N1CCCCC1)n2CCOc1ccccc1
5. COc1cc(CNc2nc3ccccc3[nH]2)cc(OC)c1OC
6. COc1c(F)c(F)c(C(=O)Nc2ccccc2N2CCN(C(=O)C(C)C)CC2)c(F)c1F
7. Clc1ccc(CSc2nnc(Cn3cnc4ccccc43)o2)cc1
8. Cn1cccc1Cc1nnc(SCC(=O)Nc2ccccc2F)n1-c1ccc(F)cc1

assay / compound	1	2	3	4	5	6	7	8
Ub-GFP proteasome	1%	-2%	-3%	-3%	-1%	3%	-5%	3%
Pol III holo inh	-2%	-8%	16%	-3%	6%	5%	-3%	0%
CRE Fsk mod	?	1%	-19%	?	?	5%	14%	-10%
ALOX15 inhib	7%	0%	3%	-9%	12%	-9%	-14%	-21%
BRCT inh red	0.7%	-1.0%	0.1%	-0.4%	-0.9%	0.2%	-2.1%	-0.4%
4-MU autofl	i	i	i	i	i	i	i	nt
BRCT inh green	-2.1%	-1.2%	0.4%	4.1%	-1.9%	-0.1%	-0.2%	-7.8%
A350 fluor	?	i	i	i	i	i	i	nt
HBB splicing	0.1%	-1.7%	3.1%	-3.2%[57.5 µM]	-1.8%[57.5 µM]	-1.0%	nt	-0.2%
Hsp90 Hop PPI	-3%	-6%	-1%	-2%	0%	-3%	0%	-6%[2.3 µM]
GFP derepression	6%	-2%	-4%	-2%	-1%	-3%	2%	nt

9. Cc1cc(NS(=O)(=O)c2ccc(N)cc2)no1
10. CC(C)[C@H](CO)Nc1nc(Nc2cccc(Cl)c2)c2ncn(C(C)C)c2n1
11. O=C(N1CCOCC1)N1CCN(CC(O)COc2ccc3ccccc3c2)CC1 (configuration not stated)
12. O=C(CN1C(=O)CC(c2ccco2)Sc2ccccc21)Nc1ccccc1F (configuration not stated)
13. CCCCN(CC)CCCNC(=O)CC1Nc2ccccc2NC1=O (configuration not stated)
14. COc1cccc2cc(-c3nnc(SCC(=O)NCc4ccccc4)n3C)oc12
15. Cc1ccc(NC(=O)CN(C)c2ccc(S(=O)(=O)N3CCN(C)CC3)cn2)cc1
16. Nn1c(Cc2ccccc2F)nnc1SCC(=O)N1CC(=O)Nc2ccccc21

assay / compound	9	10	11	12	13	14	15	16
Ub-GFP proteasome	-8%[20.5 µM]	-5%&10%	-7%	-4%	8%	3%	1%	5%
Pol III holo inh	-3%	-3%&6%	-5%	-6%	-4%	-4%	-3%	-5%
CRE Fsk mod	-8%	?	-1%	-19%	-27%	7%	?	7%
ALOX15 inhib	8%	-10%[25.6 µM]	3%	-8%	-29%	-15%	4%	-3%
BRCT inh red	0.7%	-1.6%	-2.1%	-4.1%	-0.8%	-1.5%	-3.1%	-0.7%
4-MU autofl	1.5e-07M*!	i	i	nt	6.2e-08M*	i	i	i
BRCT inh green	-3.1%[3.08 µM]	2.3%	0.7%	4.0%	1.4%	2.7%	-1.8%	-2.7%
A350 fluor	1.6e-07M*!	i	i	nt	6.9e-08M*	i	i	i
HBB splicing	0.2%	3.7%	1.7%	-0.4%	1.2%	-0.4%	-3.8%	-0.6%
Hsp90 Hop PPI	-5%	?	2%	-4%	0%	-1%	-3%	-5%
GFP derepression	0%&0%[20.6 µM]	1%&-2%	6%	nt	6%	0%	0%	-1%

# Three entries already listed, arranged by the number in BRCT inh green, lowest first:
No. | structure | Ub-GFP proteasome | Pol III holo inh | CRE Fsk mod | ALOX15 inhib | BRCT inh red | 4-MU autofl | BRCT inh green | A350 fluor | Hsp90 Hop PPI
7 | Clc1ccc(CSc2nnc(Cn3cnc4ccccc43)o2)cc1 | -5% | -3% | 14% | -14% | -2.1% | i | -0.2% | i | 0%
3 | COC(=O)C1CCN(C(=O)COC(=O)Cc2c[nH]c3ccccc23)CC1 | -3% | 16% | -19% | 3% | 0.1% | i | 0.4% | i | -1%
11 | O=C(N1CCOCC1)N1CCN(CC(O)COc2ccc3ccccc3c2)CC1 (configuration not stated) | -7% | -5% | -1% | 3% | -2.1% | i | 0.7% | i | 2%

# Remaining list, next part
17. CC1(C)Cc2ccccc2-c2nc(NCCCO)n(-c3ccccc3)c(=O)c21
18. O=C(Nc1nnc(-c2ccccc2Cl)o1)c1ccc(S(=O)(=O)N2CCCCCC2)cc1
19. Cc1ccc(-n2c(SCC(=O)N3CCOCC3)nnc2-c2cccnc2)cc1C
20. COc1cc(SC)ccc1C(=O)N1CCCCCC1
21. COc1ccc(OC)c(CCNC(=O)CC2Oc3ccccc3NC2=O)c1 (configuration not stated)
22. CCOC(=O)Cc1csc(SCc2nc3ccccc3c(=O)[nH]2)n1
23. O=c1c2c3n(c(=O)nc2[nH]n1-c1ccccc1)CCCCC3
24. O=C(Nc1ccc(N2CCOCC2)c(Cl)c1)c1c(F)c(F)c(F)c(F)c1F

assay / compound	17	18	19	20	21	22	23	24
Ub-GFP proteasome	13%[9.17 µM]	-11%	-1%	0%	1%	-1%	-3%	18%
Pol III holo inh	-4%[11.4 µM]	-11%	-2%	-4%	-4%	-2%	-4%	-3%
CRE Fsk mod	?	-11%	-8%	-2%	-3%	?	-1%	33%
ALOX15 inhib	-5%[11.4 µM]	22%	7%	7%	-17%	-7%	2%	-2%
BRCT inh red	0.2%	0.5%	2.1%	0.9%	-1.2%	0.7%	0.8%	-1.0%
4-MU autofl	nt	i	i	nt	nt	i	i	i
BRCT inh green	-0.7%	-1.3%	-0.3%	-0.9%	-1.5%	-2.6%	-2.4%	-1.4%
A350 fluor	nt	i	i	nt	nt	i	i	i
HBB splicing	-1.3%[0.0738 µM]	-0.6%	0.2%	-4.1%	-0.1%	0.3%	0.3%[57.5 µM]	1.3%
Hsp90 Hop PPI	-2%[11 µM]	-4%	-3%	-4%	-4%[2.3 µM]	-1%	-1%	1%
GFP derepression	-2%	2%	-2%	2%	nt	0%	0%	-3%

25. O=c1c(-c2ccccc2)nc2cnc(N3CCOCC3)nc2n1Cc1ccc(F)cc1
26. CCn1nnc(NC(=O)c2ccc(-c3ccc(Cl)cc3)o2)n1
27. CC(=O)OCC1OC(n2ccc(=O)[nH]c2=O)C(O)C1O (configuration not stated)
28. CC(C)NC(=O)Cn1c(SCC(=O)N2CCc3ccccc3C2)nc2ccccc21
29. Cc1ccccc1-c1nnc(SCc2ccccc2)o1
30. CCCN1CCN(CCCNC(=O)c2cc3c(=O)n(C)c4ccccc4c3n2C)CC1
31. O=C(NCCc1ccc(Cl)cc1)C1CCN(S(=O)(=O)c2ccc(-n3cnnn3)cc2)CC1
32. O=C(Nc1cccc(S(=O)(=O)C(F)F)c1)c1ccc(S(=O)(=O)N2CCOCC2)cc1
33. C[C@H](NC(=O)Nc1cccc(C(F)(F)F)c1)C(=O)O
34. Cn1c(SCC(=O)NCc2ccco2)nnc1-c1cccs1

assay / compound	25	26	27	28	29	30	31	32	33	34
Ub-GFP proteasome	6%	-17%	-14%	-6%	0%	-7%	-1%	4%	1%	0%
Pol III holo inh	-4%	-1%	-2%	-8%	0%	-11%	1%	0%	2%	-1%
CRE Fsk mod	?	3%	?	10%	29%	16%	6%	-4%	-8%	0%
ALOX15 inhib	-27%	-15%	17%	9%	0%	-3%	-1%	7%	5%	7%
BRCT inh red	-0.6%	0.4%	-1.4%	-0.5%	-0.2%	-2.2%	0.0%	-0.5%	-0.7%	-0.6%
4-MU autofl	2.5e-08M*	?	i	i	i	nt	i	i	i	1.2e-07M*
BRCT inh green	3.2%	0.7%	-2.1%	0.0%	-1.1%	1.2%	-2.0%	-1.0%	-2.3%	-1.3%
A350 fluor	3.1e-08M*	?	?	i	i	nt	i	i	i	1.2e-07M*
HBB splicing	6.7%	0.8%	-2.1%	nt	-1.0%	-1.5%	nt	-2.4%	-1.2%[57.5 µM]	-0.4%
Hsp90 Hop PPI	-9%	-3%	-11%	-2%	?	-3%[2.3 µM]	-1%	-1%	1%	-3%
GFP derepression	8%[9.22 µM]	1%	0%	1%	-2%	nt	-3%	-2%	-2%	0%
